Yp Topo-I inh = Yersinia pestis topoisomerase I inhibitors, primary screen, biochemical, cleavage product accumulation, plate reader, single point | activity, % at 10 µM | 360,000 compounds, 0.064% hits | Y. pestis Topo-I cleavage product accumulation | DNA topoisomerase I (Yersinia pestis CO92); in the data active means activity above about 50%, passing the limit was not always enough; further: inactives centre near 2
Vc quorum ag = inducers of Vibrio cholerae quorum light production without autoinducers, primary screen, BH1578 luxS cqsA deficient, single point; V. cholerae BH1578 lux reporter, luminescence, 6 h; AID 588436, 2011; activation, % at 18.7 µM; 350,000 compounds, 0.16% hits; in the data active means activation mostly above about 9.7%, no sharp cut-off; further: not every result past the cut was called active; inactives centre near 0; reference of the scale not given here
DUSP3 inh = VHR1 phosphatase inhibitors, primary screen, biochemical, absorbance, uHTS | Dual specificity protein phosphatase 3 (Homo sapiens), P51452 | recombinant VHR phosphatase, pNPP absorbance | inhibition, % at 13.3 µM | 290,000 compounds, 0.52% hits | AID 1654, 2009; in the data active means inhibition above about 50%; further: some compounds called inactive have numbers as strong as hits
Target sequence (P51452 whole entry, looked up): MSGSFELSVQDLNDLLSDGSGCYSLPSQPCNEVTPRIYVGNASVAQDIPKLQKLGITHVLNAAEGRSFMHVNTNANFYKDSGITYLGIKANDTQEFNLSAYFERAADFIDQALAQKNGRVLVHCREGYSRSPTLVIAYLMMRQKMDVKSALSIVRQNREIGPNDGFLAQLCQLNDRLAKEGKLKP
TcdB inh = TcdB glycohydrolase inhibitors, primary screen, biochemical, single point, plate reader; inhibition, % at 9.99 µM; 350,000 compounds, 0.24% hits; TcdB glycohydrolase enzymatic assay; AID 652162, 2013; Toxin B (Clostridioides difficile), P18177; in the data active means inhibition above about 10%
MazEF act = activators of E. coli MazEF toxin-antitoxin RNase, primary screen, biochemical, fluorescence, uHTS. Endoribonuclease toxin MazF (Escherichia coli (strain K12)), P0AE70. 350,000 compounds, 0.32% hits. FAM/BHQ RNA-DNA oligo cleavage fluorescence, 5 h. activation, % at 20 µM; in the data active means activation above about 50%
Target sequence (P0AE70 whole entry, looked up): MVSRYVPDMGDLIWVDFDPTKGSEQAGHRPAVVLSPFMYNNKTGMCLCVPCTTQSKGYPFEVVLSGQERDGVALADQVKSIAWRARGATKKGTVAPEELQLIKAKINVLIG
SSB-PriA inh = inhibitors of Klebsiella pneumoniae PriA binding to SSB C-terminal tail, primary screen, biochemical, AlphaScreen. PriA–SSB C-terminal tail interaction (Klebsiella pneumoniae). AlphaScreen SSBct-PriA binding, biotinylated peptide. inhibition, % at 33 µM. 430,000 compounds, 0.6% hits; in the data active means inhibition mostly above about 37%, no sharp cut-off; inactive means mostly below about 20%;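 further: plate controls were negative control peptide for no effect and reference peptide for full effect; strong numbers were not always called active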
Rv3671c inh = Rv3671c serine protease inhibitors, primary screen, biochemical, fluorescence polarization, M. tuberculosis H37Rv. P9WHR9. 320,000 compounds, 0.048% hits. inhibition, % at 5.96 µM; in the data active means inhibition above about 38%;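 further: extracellular domain of Rv3671c used as enzyme; 0% = enzyme with DMSO and 100% = no enzyme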
Target sequence (P9WHR9 whole entry, looked up, the tested form may be a part): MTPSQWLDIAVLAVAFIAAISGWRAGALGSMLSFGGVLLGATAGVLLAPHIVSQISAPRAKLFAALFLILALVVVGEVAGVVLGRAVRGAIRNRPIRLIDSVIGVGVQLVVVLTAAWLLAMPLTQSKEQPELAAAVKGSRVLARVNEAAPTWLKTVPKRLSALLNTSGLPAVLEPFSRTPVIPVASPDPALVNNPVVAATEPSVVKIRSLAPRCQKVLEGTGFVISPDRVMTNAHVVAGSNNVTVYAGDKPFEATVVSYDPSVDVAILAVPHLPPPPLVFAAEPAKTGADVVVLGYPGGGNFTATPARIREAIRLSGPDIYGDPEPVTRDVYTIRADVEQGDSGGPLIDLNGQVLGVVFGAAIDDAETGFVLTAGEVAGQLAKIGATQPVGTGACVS
3CLpro inhibitor = SARS-CoV 3CLpro protease inhibitors, primary screen, biochemical, quenched FRET; Replicase polyprotein 1ab (Severe acute respiratory syndrome coronavirus), P0C6X7; recombinant SARS-CoV 3CLpro, quenched FRET peptide cleavage; inhibition, % at 6 µM; 290,000 compounds, 0.14% hits; in the data active means inhibition above about 12%
Anthrax LF prot = Bacillus anthracis LF protease inhibitors, primary screen, biochemical, multiplex microsphere, MLPCN library; Lethal factor (Bacillus anthracis), P15917; multiplex microsphere protease cleavage assay; inhibition, % at 10 µM; 360,000 compounds, 0.12% hits; AID 588501, 2011; in the data active means inhibition above about 30%; further: plate controls were buffer without enzyme for full effect and enzyme alone for no effect
PfHsp40 yeast = rescue of yeast from PfHsp40 toxicity, primary screen, S. cerevisiae, ATP luminescence | 340,000 compounds, 0.68% hits | growth rescue, % at 12.5 µM | S. cerevisiae expressing PfHsp40, growth rescue; in the data active means growth rescue above about 28%, passing the limit was not always enough;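 further: yeast W303a lacking pdr1 and pdr3 grown in galactose medium; growth measured after three days at 30 °C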
* marks the source's active call; other numbers are inactive results; i = inactive; nt = not tested or not shown; & = joins results of further samples. An excerpt (hit frequency here may not be typical).

1: CCCC(CNC(=O)COC(=O)C1=NNC(=O)CC1)c1ccc(Cl)cc1Cl (centres undefined)
2: CC(=O)c1ccc(S(=O)(=O)N2CCN(C(=O)CCC3CCCC3)CC2)cc1
3: Fc1ccc(Oc2ccc3nnc(C(F)(F)F)n3n2)cc1
4: Cc1c(N=Cc2ccc(-c3ccc(Cl)cc3)o2)c(=O)n(-c2ccccc2)n1C
5: Cc1ccccc1C(=O)N1CCC(C(=O)NCCc2ccc(S(N)(=O)=O)cc2)CC1
6: CCCN1C(=O)C(NC(C)=O)c2cc(OC)ccc21 (centres undefined)
7: COc1ccc(C(C(=O)NC2CCCC2)N(C(=O)CNC(=O)c2ccco2)c2cccnc2)cc1 (centres undefined)
8: Cc1ccc(C(=O)OCC(=O)N(C)C2CCS(=O)(=O)C2)cc1[N+](=O)[O-] (centres undefined)

Assay by compound	1	2	3	4	5	6	7	8
Yp Topo-I inh	16	-3	-4	23	7	-12	-3	-4
Vc quorum ag	i	-0.3	-0.2	-0.4	-0.2	-0.6	-0.2	-0.4
DUSP3 inh	nt	nt	17	6	22	44	25	14
TcdB inh	2.0	1.2	0.3	nt	-0.3	nt	0.2	1.8
MazEF act	-2	2	3	2	9	-2	0	-1
SSB-PriA inh	-5	-27	-2	4	-6	-22	5	-13
Rv3671c inh	-1	nt	7	3	-3	-2	-7	3
3CLpro inhibitor	nt	nt	4	1	-7	-4	-2	7
Anthrax LF prot	-1	-4	-4	-5	0	-1	0	0
PfHsp40 yeast	-0.6	-0.7	4.2	-0.6	0.6	-1.0	0.3	1.1

9: CCCS(=O)(=O)Nc1cccc(-c2ccc3nnc(C)n3n2)c1
10: COc1ccc(Cn2c(=O)cc(N)n(-c3ccccc3C)c2=O)cc1
11: O=C(Cn1cnc2c(nnn2Cc2ccc(F)cc2)c1=O)OCc1ccccc1
12: COc1ccc(NC(=O)COC(=O)c2ccc3c(c2)OCO3)c(OC)c1
13: CCOC(=O)c1[nH]ncc1[C@@H]1C[C@H]2CN(Cc3cccc(Cl)c3)C(=O)[C@]23CCCN13
14: CCOC(=O)C1CCCN(c2c(NCCc3ccc(C)cc3)c(=O)c2=O)C1 (centres undefined)
15: Cc1ccccc1-c1cc2nc(NCCN3CCCC3)n(C)c(=O)c2s1
16: COc1ccc(N2CCN(C(=O)NCc3ccc(OC)c(Cl)c3)CC2)cc1

Assay by compound	9	10	11	12	13	14	15	16
Yp Topo-I inh	-1	-5	11	-2	14	-1	-2	-8
Vc quorum ag	-0.2	-0.6	-6.2	-6.8	-0.3	i	-0.3	1.4
DUSP3 inh	14	20	39	nt	-16	-10	nt	17
TcdB inh	-2.1	0.9	-1.7	0.6	-0.7	-0.3	-0.5	1.3
MazEF act	4	15	-5	-18	-4	3	nt	-10
SSB-PriA inh	-6	-4	-5	-10	0	-5	nt	-4
Rv3671c inh	-9	7	-9	-5	0	-4	nt	2
3CLpro inhibitor	-2	1	2	nt	-2	1	nt	4
Anthrax LF prot	0	nt	-2	-3	-8	3	-3	-2
PfHsp40 yeast	0.0	nt	0.3	-0.1	0.0	-1.9	nt	0.0

Quoted at random: 4 compounds from above, in no set order.
14: CCOC(=O)C1CCCN(c2c(NCCc3ccc(C)cc3)c(=O)c2=O)C1 (centres undefined)
15: Cc1ccccc1-c1cc2nc(NCCN3CCCC3)n(C)c(=O)c2s1
8: Cc1ccc(C(=O)OCC(=O)N(C)C2CCS(=O)(=O)C2)cc1[N+](=O)[O-] (centres undefined)
12: COc1ccc(NC(=O)COC(=O)c2ccc3c(c2)OCO3)c(OC)c1

Assay by compound	14	15	8	12
Yp Topo-I inh	-1	-2	-4	-2
Vc quorum ag	i	-0.3	-0.4	-6.8
DUSP3 inh	-10	nt	14	nt
TcdB inh	-0.3	-0.5	1.8	0.6
MazEF act	3	nt	-1	-18
SSB-PriA inh	-5	nt	-13	-10
Rv3671c inh	-4	nt	3	-5
3CLpro inhibitor	1	nt	7	nt
Anthrax LF prot	3	-3	0	-3
PfHsp40 yeast	-1.9	nt	1.1	-0.1

(next part)
17: CC1CCN(C(=O)COC(=O)C(C)N2C(=O)c3ccccc3C2=O)CC1 (centres undefined)
18: C=CC[C@@H](Cc1ccc(F)cc1)C(=O)OC[C@H]1CCCN1C(=O)[C@@H](CC=C)CC(=O)N[C@H](CO)Cc1ccccc1
19: COCCCNc1nc2ccccc2nc1NS(=O)(=O)c1ccc(F)cc1
20: CCN1CCN(c2nc(C)c3c(n2)CCCC3=O)CC1
21: Cc1sc2c(c1C)c(=O)n(-c1cccc(C(F)(F)F)c1)c(=O)n2CC(=O)NCc1ccco1
22: N/C(=N\OC(=O)c1ccc([N+](=O)[O-])cc1)c1ccc(Br)cc1
23: CSCCC(NS(=O)(=O)c1ccc(C)c(C(=O)O)c1)C(=O)O (centres undefined)
24: COc1cc2cc(CCCOC(=O)CCCC(=O)O)oc(=O)c2cc1OC

Assay by compound	17	18	19	20	21	22	23	24
Yp Topo-I inh	6	11	2	-7	2	-4	5	-1
Vc quorum ag	0.2	i	-0.5	-0.3	3.2	-0.6	-0.3	0.6
DUSP3 inh	nt	nt	22	29	13	10	8	nt
TcdB inh	1.4	1.7	-0.3	nt	nt	-0.7	0.2	-0.3
MazEF act	6	-8	0	-5	-25	-2	-5	5
SSB-PriA inh	7	0	2	-4	-5	nt	-16	-5
Rv3671c inh	5	4	6	-4	-20	-4	-4	0
3CLpro inhibitor	nt	nt	2	-3	-5	-4	3	nt
Anthrax LF prot	8	3	4	0	0	6	3	1
PfHsp40 yeast	-1.3	15	-1.8	-1.5	-1.2	0.1	-0.7	-0.3

25: Cc1ccc(NC(=O)C(=O)NCC2CCCO2)cc1 (centres undefined)
26: O=C(CSc1nnc(-c2ccc(C(F)(F)F)cn2)s1)c1ccccc1
27: NS(=O)(=O)c1ccc(N2N=C(c3ccccc3)CC2c2ccc(F)cc2)cc1 (centres undefined)
28: Cc1ccc(CN(Cc2cccnc2)C(=S)Nc2cccc(Cl)c2C)cc1
29: COc1ccc(Cn2cc(F)c(=O)n(CCC(C)C)c2=O)cc1[N+](=O)[O-]
30: CC1=NN(c2ccccc2)C(=O)C1C(=O)c1cc([N+](=O)[O-])cc([N+](=O)[O-])c1 (centres undefined)
31: O=Cc1ccccc1OS(=O)(=O)c1ccccc1
32: CCN(CC(=O)NCc1ccc(Cl)cc1)C(=O)C(C)Sc1ccccc1 (centres undefined)

Assay by compound	25	26	27	28	29	30	31	32
Yp Topo-I inh	-2	5	18	32	-5	1	-6	13
Vc quorum ag	i	i	3.4	-0.3	i	2.3	-0.3	i
DUSP3 inh	1	9	-5	23	0	2	12	28
TcdB inh	-0.1	-0.2	nt	0.6	nt	-1.7	nt	0.5
MazEF act	3	0	-1	-2	5	-2	-1	1
SSB-PriA inh	-1	-14	-45	-4	9	2	-13	4
Rv3671c inh	-7	-4	7	-11	-7	11	3	5
3CLpro inhibitor	-3	3	1	5	-1	3	2	3
Anthrax LF prot	-2	-12	-1	8	-5	4	-1	0
PfHsp40 yeast	-0.2	-1.5	3.0	-0.3	-1.1	-1.9	0.5	-0.2

33: CCOC(=O)/C=C/C(=O)Nc1nccs1
34: CC(C)c1ccc(OCC(=O)NCc2ccco2)cc1
35: Cc1ccc(NC(=O)CCn2c(=O)[nH]c3ccsc3c2=O)cc1C
36: Cc1cccc(-n2nnc(C(=O)NC3CCCc4ccccc43)c2N)c1 (centres undefined)
37: O=C(NCCc1ccccc1)C1CCN(C(=O)c2ccc([N+](=O)[O-])cc2)CC1
38: COc1ccccc1NC(=O)c1ccc(S(=O)(=O)N(C)c2ccccc2OC)cc1
39: CN(C)S(=O)(=O)c1cc(NC(=O)COC(=O)CCSc2ccc(Cl)cc2)ccc1Cl
40: O=C(CN1CCN(C(=O)CNC(=O)c2ccc(N3CCCC3=O)cc2)CC1)Nc1cccc(F)c1

Assay by compound	33	34	35	36	37	38	39	40
Yp Topo-I inh	3	2	14	14	2	-11	27	-5
Vc quorum ag	-0.4	-2.0	-0.4	-3.8	0.5	0.4	-0.3	-0.6
DUSP3 inh	-1	-5	17	52*	46	nt	-10	nt
TcdB inh	6.5	nt	0.1	nt	-0.9	2.7	nt	1.1
MazEF act	-2	-5	5	-5	2	5	-1	0
SSB-PriA inh	-4&-20	-3	2	2	-9	-6	-11	nt
Rv3671c inh	-8	5	1	1	-4	-3	-128	nt
3CLpro inhibitor	0	3	4	-3	5	nt	4	nt
Anthrax LF prot	3	-3	-2	-6	0	nt	-4	5
PfHsp40 yeast	2.2	1.0	0.7	20	1.0	0.6	3.9	nt

41: c1csc(-c2nnc3ccccn23)c1
42: NS(=O)(=O)c1ccc(NC(=S)NC2CC2)cc1
43: Nc1cc2nn(-c3ccccc3)nc2cc1Cl
44: COc1cc(S(=O)(=O)NCc2ccccn2)ccc1Cl
45: O=Cc1ccc(-c2ccccc2OC(F)(F)F)o1
46: CCOC(=O)c1ccc(Oc2c(C)oc3c(CN4CCN(C)CC4)c(O)ccc3c2=O)cc1
47: CCn1cc(Cl)c(C(=O)NNC(=O)CCn2ccc([N+](=O)[O-])n2)n1
48: COc1ccc(S(=O)(=O)N2CCOCC2)cc1NC(=O)Cc1c(F)cccc1Cl

Assay by compound	41	42	43	44	45	46	47	48
Yp Topo-I inh	0	9	-1	3	8	-2	8	10
Vc quorum ag	i	-0.2	i	0.7	-0.4	i	i	i
DUSP3 inh	-5	49	16	13	29	32	5	nt
TcdB inh	-0.8	1.5	0.9	-5.6	nt	nt	-0.6	1.7
MazEF act	4	2	-4	7	0	11	2	5
SSB-PriA inh	5	-3	-5	-2	-5	7	-21	6
Rv3671c inh	-7	-7	nt	-2	4	-10	-8	-9
3CLpro inhibitor	0	-4	12*	-2	-3	-5	-7	nt
Anthrax LF prot	-4	-5	-1	-7	1	-5	1	0
PfHsp40 yeast	0.5	-1.7	0.8	-0.2	-0.1	-1.4	0.1	-0.6

49: CN1CCN(c2ccc(NC(=O)CSc3ccccc3)cc2F)CC1
50: O=C1c2ccccc2-c2c1c1ccccc1c(=O)n2CCO
51: COc1cccc(CNC(=O)CSC(=S)N2CCCC2)c1
52: CC(C)Oc1ccc(S(=O)(=O)N2CCOCC2)cc1NC(=O)CN1C(=O)c2ccccc2C1=O
53: Cc1sc2ncnc(N/N=C/c3cccc(O)c3)c2c1C
54: CCN1C(=O)[C@H]2[C@@H](c3ccc(C)cc3)N3C(=O)N(c4ccc(C)cc4)C(=O)[C@@]3(CC)[C@H]2C1=O
55: C(=N\Nc1nc2ccccc2s1)/c1ccccn1

Assay by compound	49	50	51	52	53	54	55
Yp Topo-I inh	-1	-5	-6	26	-5	-2	nt
Vc quorum ag	i	i	-0.9	i	-0.8	-0.6	nt
DUSP3 inh	8	nt	nt	nt	-10	nt	12
TcdB inh	nt	0.7	0.3	1.3	nt	1.0	1.0
MazEF act	5	8	2	-24	5	4	-1
SSB-PriA inh	-9	-8	nt	-4	nt	-7	i
Rv3671c inh	-1	nt	11	nt	4	-14	10
3CLpro inhibitor	-5	nt	nt	nt	-6	nt	3
Anthrax LF prot	-15	-4	nt	7	0	2	nt
PfHsp40 yeast	1.8	1.8	-0.1	-0.2	-0.5	-2.3	nt

Compound activity (PubChem BioAssay)
